rad50: NCI yeast anticancer drug screen, S. cerevisiae rad50 strain; AID 155; 10% of 79,000 active; growth inhibition, % at 50 µM;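 also: 0% = growth of vehicle-only cultures of the same strain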
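Readout: growth inhibition relative to vehicle-treated cultures. Compound exposure was carried out in a genetically defined yeast strain deficient in DNA damage repair.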
bub3: NCI yeast anticancer drug screen, S. cerevisiae bub3 mutant strain | growth inhibition, % at 50 µM | 9.9% of 78,000 active;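 also: 0% = growth of vehicle-only cultures of the same strain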
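Growth of a checkpoint-deficient yeast mutant is measured after compound exposure. Values represent inhibition relative to vehicle.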
cln2 rad14: NCI yeast anticancer drug screen, S. cerevisiae cln2 rad14 strain | % growth inhibition at 50 µM | AID 165 | 8.3% of 78,000 active;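 also: 0% = growth of vehicle-only cultures of the same strain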
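Relative to vehicle controls, growth inhibition of compound-treated cln2 rad14 yeast was recorded.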
yeast mec2-1: NCI yeast anticancer drug screen, S. cerevisiae mec2-1 strain; growth inhibition, % at 50 µM; 9% of 79,000 active;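 also: 0% = growth of vehicle-only cultures of the same strain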
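Yeast mec2-1 mutant treated with compound. Readout: growth inhibition vs vehicle controls.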
yeast sgs1 mgt1: NCI yeast anticancer drug screen, S. cerevisiae sgs1 mgt1 strain; growth inhibition, % at 50 µM; 10% of 78,000 active;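 also: 0% = growth of vehicle-only cultures of the same strain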
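Growth of a repair-deficient yeast mutant was monitored after compound treatment and expressed as inhibition relative to vehicle-treated cultures.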
mlh1 rad18: NCI yeast anticancer drug screen, S. cerevisiae mlh1 rad18 strain | growth inhibition, % at 50 µM | 11% of 79,000 active | AID 175;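 also: 0% = growth of vehicle-only cultures of the same strain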
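Read-out is yeast growth inhibition, calculated against vehicle-only controls. The compound was applied to a strain engineered with DNA damage repair alterations.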
* hit, by the source's call; . = not tested or not shown; & = joins results of further samples; ! = not active in a repeat. Rule as the data show it: active = growth inhibition above about 70%; inactive = the rest.

SMILES	rad50	bub3	cln2 rad14	yeast mec2-1	yeast sgs1 mgt1	mlh1 rad18
O=c1ccn(C2OC(CO)C(O)C2[Se]c2ccccc2)c(=O)[nH]1 (stereo unspecified)	4	7	6	-9	17	27
C=C(C)C1(CCC)C(=O)NC(=O)NC1=O	-3&13	0&2	-4&7	10&9	-8&3	0&-2
CC(C)(CC(C(N)=O)(c1ccccc1)c1ccccc1)N1CCCC1	22	26	-10	-3	40	20
c1cc2c(c(OCC3=NCCN3)c1)CCC2	-5	5	0	12	10	-24
CN(C)CCN(C)P12(Oc3ccccc3O1)Oc1c(Cl)c(Cl)c(Cl)c(Cl)c1O2	99*	99*	99*	99*	99*	98*
CCC1(CCBr)C(=O)NC(=O)NC1=O	-34	22	-35	3	12	2
COc1cc2c(cc1O)C1Cc3ccc(OC)c(O)c3C[N+]1(C)CC2 (stereo unspecified)	-11	-17	16	-12	9	6
O=C(O)c1ccccc1O.[Cu]	-31	-19	-4	-32	-37	-9
CC(C)(C)c1cc2c(=O)o[s+]3oc(=O)c(c1)c23	10	6	1	-9	7	15
Cc1ccc(O)c(C)c1	8	0	-19	-15	2	19

Single records (already shown). Order of values: rad50 | bub3 | cln2 rad14 | yeast mec2-1 | yeast sgs1 mgt1 | mlh1 rad18
Cc1ccc(O)c(C)c1 in the list: 8 | 0 | -19 | -15 | 2 | 19
COc1cc2c(cc1O)C1Cc3ccc(OC)c(O)c3C[N+]1(C)CC2 (stereo unspecified) in the list: -11 | -17 | 16 | -12 | 9 | 6

Entries from the list above that have a halogen (2):
SMILES	rad50	bub3	cln2 rad14	yeast mec2-1	yeast sgs1 mgt1	mlh1 rad18
CN(C)CCN(C)P12(Oc3ccccc3O1)Oc1c(Cl)c(Cl)c(Cl)c(Cl)c1O2	99*	99*	99*	99*	99*	98*
CCC1(CCBr)C(=O)NC(=O)NC1=O	-34	22	-35	3	12	2

The main list resumes, starting 7 compounds before the break.
SMILES	rad50	bub3	cln2 rad14	yeast mec2-1	yeast sgs1 mgt1	mlh1 rad18
c1cc2c(c(OCC3=NCCN3)c1)CCC2	-5	5	0	12	10	-24
CN(C)CCN(C)P12(Oc3ccccc3O1)Oc1c(Cl)c(Cl)c(Cl)c(Cl)c1O2	99*	99*	99*	99*	99*	98*
CCC1(CCBr)C(=O)NC(=O)NC1=O	-34	22	-35	3	12	2
COc1cc2c(cc1O)C1Cc3ccc(OC)c(O)c3C[N+]1(C)CC2 (stereo unspecified)	-11	-17	16	-12	9	6
O=C(O)c1ccccc1O.[Cu]	-31	-19	-4	-32	-37	-9
CC(C)(C)c1cc2c(=O)o[s+]3oc(=O)c(c1)c23	10	6	1	-9	7	15
Cc1ccc(O)c(C)c1	8	0	-19	-15	2	19
CC1(C)N=C(N)N=C(N)N1c1cccc(CCC(=O)Nc2ccc[n+](Cc3ccc(S(=O)(=O)F)cc3)c2)c1	-1	-10	-18	-8	13	-12
CC12CCC(O)CC1=CCC1C2CCC2(C)C(NC(=O)C3CCCN3C(=O)CN(CCCl)CCCl)CCC12 (stereo unspecified)	79*	65	63	72*	91*	87*
COC(=O)c1ccccc1C(=O)OC	20	10	6	-3	6	21
c1cc[n+]2c3c(sc2c1)CCC3	10	-7	-4	-8	-5	-27
COC(=O)C1=C(C(=O)OC)[C]([Hg][CH3])(C(C)=O)N=N1 (stereo unspecified)	100*	99*	100*	100*	100*	99*
O=C(O)C1(c2ccccc2)OC1c1ccccc1 (stereo unspecified)	47	65	80*	81*	85*	84*
CC(=O)OC1CCC2C3CCC4=C/C(=N/NC(=S)Nc5ccccc5)CCC4(C)C3CCC12C (stereo unspecified)	30	0	5	13	46	41
CC(C)(C)C1COC(=O)C1 (stereo unspecified)	-6	8	8	-18	-5	-9
Cc1c(OCC(=O)N/N=C/c2ccc(N(CCCl)CCCl)cc2)ccc2c(=O)c3ccccc3oc12	-2	14	-16	-10	-3	-8
Cc1ccc(N=C(C(c2ccccc2)c2ccccc2)N(CCCl)CCCl)cc1	24	18	13	3	20	24
CC1OC1C(=O)P(=O)(O)O (stereo unspecified)	8	-6	-5	-13	-3	-30
O=C(O)CS(=O)(=O)C(c1ccccc1)c1ccccc1	-18	-53	-20	-35	-34	5
CC(C)CC(C(N)=O)C(=O)NC(Cc1ccccc1)NC(=O)CNC(=O)C(C)NC(=O)C(N)Cc1ccc(O)cc1 (stereo unspecified)	21	14	22	10	-13	-31
CC(=O)Oc1ccc(N=C2C=C(Cl)C(=O)C(Cl)=C2)cc1	34	23	-24	-2	33	20
CN1CCN(c2ccc([N+](=O)[O-])c3no[n+]([O-])c23)CC1	90*	92*	85*	93*	91*	90*
CC1C(c2ccccc2)OCCN1C (stereo unspecified)	-26	-16	-8	-13	-24	-32
O=P(c1ccccc1)(c1ccccc1)c1ccccc1.O=P(c1ccccc1)(c1ccccc1)c1ccccc1.O=S(=O)(O)O.[Fe]	-8	24	18	3	9	8
CC[N+](C)(C)c1ccc(C)c(OC(=O)NC)c1	-4	15	-25	-11	0	0
CC1C(=O)OC2CC[N+]3([O-])CC=C(COC(=O)C(C)(O)C1(C)O)C23 (stereo unspecified)	-1	-9	-5	-37	-15	-84
CC(C)C1C(=O)N2CCCC2C2(O)OC(NC(=O)C3C=C4c5cccc6[nH]cc(c56)CC4N(C)C3)(C(C)C)C(=O)N12 (stereo unspecified)	64	42	28	36	33	66
CC(CCC/C=C/CCCN(C)C(=N)N)CC(C)C1OC(=O)C(C)C(O)/C=C/C(C)C(O)C(C)C(O)C(C)C(O)CCCC(O)CC2(O)OC(CC(OC(=O)CC(=O)O)CC(O)CC(O)C(C)C(O)/C=C/C=C/C1C)CC(O)C2O (stereo unspecified)	93*	93*	92*	94*	94*	93*
CCCCCCOP(=O)(OCCCCCC)OC(C(=O)OC)C(F)(F)F (stereo unspecified)	-25	-23	20	8	-1	-41
CC(=O)O[C@H]1CC[C@]2(C)[C@H]3CC[C@]4(C)[C@@H](OC(C)=O)CC[C@H]4[C@@H]3[C@H](C=O)[C@]2(O)C1	8	-1	4	4	-9	9
CCCCCOC(=O)CCl	55	-28	16	2	32	19
C/C=C(\CC)C(=O)NC(N)=O	22&-3	2&11	-40&12	-6&-10	-1&-2	-2&-14
C1CN(P(N2CCOCC2)N2CCOCC2)CCO1	-18	-10	18	-70	-9	-28
C/C(CC(=O)Nc1ccc([N+](=O)[O-])cc1)=N\Nc1ccc([N+](=O)[O-])cc1[N+](=O)[O-]	72*	32	-34	16	8	62
N=C(N)c1ccccc1 (tested in a mixture with another compound)	4	5	-18	-8	-10	-7
COc1c2c(nc3ccccc13)-c1cc3c(c(=O)n1C2)COC(=O)C3(O)CC(=O)N1CCOCC1 (stereo unspecified)	10	-6	52	-4	0	6
O=C(Cc1c[nH]c2ccccc12)N/N=C\c1ccc(N(CCCl)CCCl)cc1	22	-6	32	-10	12	5
O=C(O)[C@@H]1C2CCC(C[C@@H]1O)N2C(=O)c1ccccc1 (stereo partly specified)	-13	-15	-33	-4	3	-1
CC(C)OC(=O)Nc1cccc(Cl)c1	26	0	-4	2	24	4
[C-]#[O+].[C-]#[O+].[C-]#[O+].[C-]#[O+].[W].c1ccc([PH+](CC[PH+](c2ccccc2)c2ccccc2)c2ccccc2)cc1	-3	-8	-8	5	-10	9
CC1=C(C)C(=O)C(C)=C(C)C1=O	25	5	-11	9	-10	13
O=C(/C=C/c1ccccc1)Nc1ccc(Cl)cc1C(=O)c1ccccc1	-3	40	-7	15	8	20
NC(N)=NOCC[C@@H](N)C(=O)O	0	1	20	-4	9	12
COc1cc(Br)cc(/C=C(\C)[N+](=O)[O-])c1O	100*	100*	100*	100*	100*	100*
CC(=O)C(CN1CCOCC1)C(c1ccccc1)c1c(O)c2ccccc2oc1=O (stereo unspecified)	-2	22	0	-12	9	-14
C/C=C1/CN2C3CC45c6ccccc6N(C)C4C2CC1C3C5O (stereo unspecified)	-6	-23	6	-29	-15	-25
CN1c2cccc[c]2[Sn]([CH3])([CH3])[c]2ccccc21	99*	99*	94*	99*	100*	99*
C=CC[As](=O)(O)c1ccccc1Cl	96*	98*	84*	100*	100*	99*
CCCC/C=C/C1(CC)C(=O)NC(=S)NC1=O	7	-8	-46	-2	-7	4
CCCCOP(=O)(OCCCC)OC(C)C(C)=O (stereo unspecified)	0	5	0	3	6	-2
CC(C)CC(NC(=O)CF)C(=O)O (stereo unspecified)	3	4	1	0	-5	-3
CN(C)P(=S)(CCPc1ccccc1)N(C)C (stereo unspecified)	-14	-6	3	-24	-13	-6
CC(C)(O)[C@H]1[C@@H]2OC(=O)[C@H]1[C@]1(O)C[C@H]3OC34C(=O)O[C@H]2[C@@]41C (stereo partly specified) (tested in a mixture with another compound)	1	-12	-9	-13	20	-65
O=[N+]([O-])c1cc(Cl)ccc1Cl	29&12	-13&-7	-48&4	-26&4	-11&5	-9&0
COc1ccc(/C=C\c2cc(OC)c(OC)c(OC)c2)cc1OC(=O)NCCN(C)C	15	-4	13	-28	28	-26
CC(C)[C@]12O[C@H]1[C@@H]1O[C@]13[C@]1(O[C@H]1C[C@H]1C4=C(CC[C@@]13C)C(=O)OC4)[C@@H]2O	5	-17	-5	3	-20	.
COc1ccc([As]=[As]c2ccc(OC)cc2)cc1 (stereo unspecified)	99*	99*	99*	99*	99*	99*

Next part:
SMILES	rad50	bub3	cln2 rad14	yeast mec2-1	yeast sgs1 mgt1	mlh1 rad18
CP1CC(Br)C(Br)C1 (stereo unspecified)	4	6	-7	-5	20	2
CC1(C(=O)O)CCOC1=O (stereo unspecified)	-2	8	-1	-8	12	5
CCCC[CH2][Sn]([CH2]CCCC)[CH2]CCCC.CCCC[CH2][Sn]([CH2]CCCC)[CH2]CCCC	99*	99*	99*	100*	100*	99*
C/C(=N\O)c1ccc2ccc3ccccc3c2c1	78*	94*!	78*!	94*!	80*	83*
O=c1oc2cc(O)ccc2c(O)c1C(c1cccnc1)c1c(O)c2ccc(O)cc2oc1=O	1	0	0	1	12	-81
CCOP(=S)(OCC)SCc1c(C)c(C)c(CSP(=S)(OCC)OCC)c(C)c1C	-4	-1	45	-4	-12	9
C#CCOP(=O)(C#CC)OCC#C	-11	5	-3	8	-13	-6
COP1(=O)CC2C(Cl)(Cl)C2(C)C1 (stereo unspecified)	12	32	3	31	6	11
CCN(CCCl)c1cc(CN(C)C)cc(NC(=O)c2ccc(C(=O)Nc3cc(CN(C)C)cc(N(CC)CCCl)c3)cc2)c1	74*	-9	35	38	65	92*
CO[C@@]12[C@H](COC(N)=O)C3=C(C(=O)C(C)=C(NCCO)C3=O)N1C[C@@H]1N[C@@H]12	4	7	0	-27	21	-7
OCCNCO	-7	-5	-14	4	-16	-5
C=CCC1(CC=C)C(=O)N(C)C(=O)N(C)C1=O	7	5	8	14	-7	-7
CC(C)=NNC1=NC(CC(C)C)P(=O)(NCCCCNP2(=O)SC(NN=C(C)C)=NC2CC(C)C)S1 (stereo unspecified)	-5	-11	-18	18	11	6
C=Cc1cc(OC)c2c(c1)c(=O)oc1c2cc(OC)c2c(O)ccc(C3OC(C)C(O)C(C)(O)C3O)c21 (stereo unspecified)	91*	89*	90*	92*	90*	90*
O=c1n(CCCCn2c(=O)n(CC3CS3)c3ccccc32)c2ccccc2n1CC1CS1 (stereo unspecified)	-10	-45	-7	1	-4	18
CNC(=O)O/N=C(\SC)C(=O)N(C)C	-40	-3	-31	-27	-5	-1
COC1/C=C\C=C(/C)C(=O)NC2=CC(=O)C(NCCCl)=C(CC(C)CC(OC)C(O)C(C)/C=C(/C)C1OC(N)=O)C2=O (stereo unspecified)	91*	90*	90*	92*	93*	89*
CC(C)(C)N1CC1CNC(=O)C(=O)NCC1CN1C(C)(C)C (stereo unspecified)	8	-22	-5	-2	-17	-30
CC(=O)C(c1ccccc1)c1ccccc1	-19	9	-8	-25	-8	3

High-throughput results as filed in PubChem BioAssay.

Some of the compounds tested. The share of hits here may be higher or lower than overall.
